DAX1 inh-1: DAX1 (NR0B1) inhibitors on StAR promoter, primary screen, cell-based, luminescence, SF-1 (NR5A1), full-length DAX-1. HEK293T StAR-luciferase reporter, SF-1/DAX-1 repression relief. inhibition, % at 6.8 µM. actives 1.1% (n = 370,000). AID 652010, 2013;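 active = inhibition above the mean over all tested compounds plus 3 SD, cut at about 3.6% in these data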;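 note: 0% = DAX-1 cells with DMSO and 100% = cells lacking DAX-1 with DMSO; higher inhibition means more luminescence from relief of DAX-1 repression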
SMARCA2 act: SMARCA2 (BRM) function activators, primary screen, cell-based, luminescence, high throughput; MG213 cells, MMTV-luciferase reporter, dexamethasone, overnight; activation, % at 9.1 µM; actives 1% (n = 370,000); AID 652017, 2013; in the data active = activation above about 7.8%;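 note: 0% = vehicle wells and 100% = reference activator wells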
hcDAF-12 act: H. contortus DAF-12 nuclear receptor activators, primary screen, cell-based, luminescence, HEK293, lit1-tk-luc reporter; AID 652067, 2013; HEK293 hcDAF-12 lit1-tk-luc reporter; 0% DMSO, 100% Δ7-dafachronic acid; actives 1.4% (n = 370,000); activation, % at 6.8 µM;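 active = activation above the mean of all tested compounds plus 3 SD, cut at about 5.5% in these data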;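 note: 100% = response to 3 µM Δ7-dafachronic acid high control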
ssDAF-12 act: S. stercoralis DAF-12 nuclear receptor activators, primary screen, cell-based, luminescence, HEK293, GRIP1 co-expression, lit1-tk-luc; Nuclear hormone receptor DAF-12 (Strongyloides stercoralis); HEK293 ssDAF-12/GRIP1 lit1-tk-luc reporter; % of 3 µM dafachronic acid response; activation, % at 6.8 µM; actives 1% (n = 370,000); AID 652126, 2013;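 active = activation above the mean over all tested compounds plus 3 SD, cut at about 0.9% in these data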;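 note: 0% = DMSO-only wells and 100% = 3 µM delta7-dafachronic acid wells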
hgDAF-12 ag: H. glycines DAF-12 receptor agonists, primary screen, cell-based, luminescence, HEK293, GAL4 fusion, UAS-luciferase; AID 687014, 2013; actives 1.8% (n = 370,000); activation, % at 6.8 µM; Nuclear hormone receptor DAF-12 (Heterodera glycines), GAL4 fusion; HEK293 GAL4-hgDAF12 UAS-luciferase reporter, agonist luminescence; normalized to butyrate control;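 active = activation above a cutoff set at the mean of all screened compounds plus 3 SD, cut at about 10% in these data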;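 note: 0% = DMSO wells and 100% = sodium butyrate wells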
NPR2 activator: human GC-B receptor activators, primary screen, HEK293 GC-B cells, cGMP TR-FRET, EC30 CNP. 0% at EC30 CNP, 100% saturating CNP. activation, % at 10 µM. actives 0.11% (n = 370,000). AID 1920062, 2024;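 active = activation at 10 µM reaching about 35% in either raw or pattern-adjusted values, limit read from the data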
GAA850 FXN act: FXN promoter activators, primary screen, cell-based, luciferase luminescence, HEK293 lucGAA850. actives 0.56% (n = 360,000). activation, % at 6 µM. HEK293 lucGAA850 FXN promoter luciferase reporter, 24 h; percent of 10 µM SAHA response. AID 540364, 2011;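 active = activation above the average of all compounds screened plus 3 SD, cutoff fixed separately per campaign, cut at about 7.5% in these data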;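 note: 0% = DMSO wells and 100% = 10 µM SAHA wells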
DAX1 inh-2: DAX1 (NR0B1) inhibitors, primary screen, cell-based, HEK293, Gal4-DAX1, luciferase luminescence; Nuclear receptor subfamily 0 group B member 1 (Homo sapiens), P51843; HEK293 Gal4-DAX1 luciferase reporter; inhibition, % at 6.75 µM; actives 0.99% (n = 340,000); AID 504766, 2011;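 active = inhibition above the mean over all tested compounds plus 3 SD, cut at about 4.2% in these data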;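 note: 0% = DAX1-transfected cells with DMSO and 100% = empty-vector control cells with DMSO; inhibition shows as a rise in luminescence from relieved DAX1 repression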
Target sequence (P51843 207-470 limits assumed): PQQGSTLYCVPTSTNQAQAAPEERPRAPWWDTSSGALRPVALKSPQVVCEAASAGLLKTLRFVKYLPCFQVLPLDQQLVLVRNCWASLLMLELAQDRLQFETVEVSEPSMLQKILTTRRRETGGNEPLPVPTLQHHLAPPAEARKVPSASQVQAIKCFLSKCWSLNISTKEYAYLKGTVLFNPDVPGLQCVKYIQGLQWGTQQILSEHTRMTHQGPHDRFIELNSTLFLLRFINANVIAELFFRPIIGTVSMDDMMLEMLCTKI
sPLA2-III inh: human group III sPLA2 inhibitors, primary screen, biochemical, QFRET, BODIPY PC-A2 liposome substrate; Group 3 secretory phospholipase A2 (Homo sapiens), Q9NZ20; inhibition, % at 12.2 µM; QFRET BODIPY PC-A2 liposome hydrolysis, fluorescence; actives 0.56% (n = 370,000); AID 743126, 2013;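 active = inhibition above mean plus 3 SD of compounds lying within the high and low control bounds, cut at about 19% in these data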;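 note: 0% = median of test compound wells and 100% = no enzyme DMSO wells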
Target sequence (Q9NZ20 whole entry, looked up): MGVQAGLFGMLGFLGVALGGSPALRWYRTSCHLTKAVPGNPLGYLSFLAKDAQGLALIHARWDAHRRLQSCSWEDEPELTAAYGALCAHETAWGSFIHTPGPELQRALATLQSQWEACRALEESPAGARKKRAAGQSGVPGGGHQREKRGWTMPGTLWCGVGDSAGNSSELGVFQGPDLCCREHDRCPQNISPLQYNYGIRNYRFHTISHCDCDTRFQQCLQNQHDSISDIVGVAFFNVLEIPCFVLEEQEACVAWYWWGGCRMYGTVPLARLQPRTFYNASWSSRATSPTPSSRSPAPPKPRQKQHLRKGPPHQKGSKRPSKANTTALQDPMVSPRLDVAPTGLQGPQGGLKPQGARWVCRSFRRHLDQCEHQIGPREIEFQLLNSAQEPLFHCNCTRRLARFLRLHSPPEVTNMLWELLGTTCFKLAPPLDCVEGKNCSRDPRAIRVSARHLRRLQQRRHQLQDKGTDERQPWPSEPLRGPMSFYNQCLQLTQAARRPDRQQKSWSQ
KLK7 zymogen act: proKLK7 zymogen activators, primary screen, biochemical, fluorescence intensity; Kallikrein-7 (Homo sapiens), P49862; purified proKLK7, EDANS-DABCYL substrate fluorescence; 100% is mature enzyme control, 0% vehicle; activation, % at 7 µM; actives 0.9% (n = 370,000); AID 652039, 2013;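 active = activation above the mean of all tested compounds plus 3 SD, computed per campaign excluding outliers beyond control limits, cut at about 13% in these data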
Target sequence (P49862 whole entry, looked up): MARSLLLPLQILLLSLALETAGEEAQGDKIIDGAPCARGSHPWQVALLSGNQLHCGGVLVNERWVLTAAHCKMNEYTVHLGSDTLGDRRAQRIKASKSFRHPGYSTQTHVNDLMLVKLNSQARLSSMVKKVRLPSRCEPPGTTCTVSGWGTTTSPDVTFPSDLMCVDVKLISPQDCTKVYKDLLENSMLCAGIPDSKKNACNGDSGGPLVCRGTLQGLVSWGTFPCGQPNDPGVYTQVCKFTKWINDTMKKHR
GC-A act: GC-A stimulated cGMP production enhancers – HEK293 GC-A cells, cGMP TR-FRET, EC30 ANP, primary screen; Atrial natriuretic peptide receptor 1 (Homo sapiens), P16066; 0% at EC30 ANP, 100% saturating ANP; activation, % at 10 µM; actives 0.14% (n = 370,000); AID 1671463, 2021; in the data active = activation above about 40%
Active calls of the source: *; / = no result given.

A first look (4 entries):
SMILES | DAX1 inh-1 | SMARCA2 act | hcDAF-12 act | ssDAF-12 act | hgDAF-12 ag | NPR2 activator | GAA850 FXN act | DAX1 inh-2 | sPLA2-III inh | KLK7 zymogen act | GC-A act
Cc1ccc(S(=O)(=O)NC(C(=O)N2CCOCCOCCOCC2)C(C)C)cc1 (stereo unspecified) | 0.1 | 4 | -0.7 | -1.1 | -1.2 | -4 | 1.4 | 1.3 | -2 | 0.0 | 0
O=[N+]([O-])c1c(NCCO)cc(N2CCCCCC2)c2nonc12 | -0.6 | -1 | -0.2 | -1.1 | -2.0 | 0 | -1.4 | 2.7 | 2 | 0.7 | 0
CC12CN3CC(C)(CN(C1)C3c1ccccc1F)C2 (stereo unspecified) | -0.1 | -2 | -0.1 | -1.8 | 0.4 | 0 | 0.4 | 0.7 | 5 | 0.1 | 0
NS(=O)(=O)c1ccc(CCNC(=O)c2cccc([N+](=O)[O-])c2)cc1 | -0.4 | 3 | -1.4 | -1.4 | 0.1 | -1 | 2.0 | -0.1 | 3 | -0.1 | 0

This part in full, from the start:
SMILES | DAX1 inh-1 | SMARCA2 act | hcDAF-12 act | ssDAF-12 act | hgDAF-12 ag | NPR2 activator | GAA850 FXN act | DAX1 inh-2 | sPLA2-III inh | KLK7 zymogen act | GC-A act
Cc1ccc(S(=O)(=O)NC(C(=O)N2CCOCCOCCOCC2)C(C)C)cc1 (stereo unspecified) | 0.1 | 4 | -0.7 | -1.1 | -1.2 | -4 | 1.4 | 1.3 | -2 | 0.0 | 0
O=[N+]([O-])c1c(NCCO)cc(N2CCCCCC2)c2nonc12 | -0.6 | -1 | -0.2 | -1.1 | -2.0 | 0 | -1.4 | 2.7 | 2 | 0.7 | 0
CC12CN3CC(C)(CN(C1)C3c1ccccc1F)C2 (stereo unspecified) | -0.1 | -2 | -0.1 | -1.8 | 0.4 | 0 | 0.4 | 0.7 | 5 | 0.1 | 0
NS(=O)(=O)c1ccc(CCNC(=O)c2cccc([N+](=O)[O-])c2)cc1 | -0.4 | 3 | -1.4 | -1.4 | 0.1 | -1 | 2.0 | -0.1 | 3 | -0.1 | 0
Cc1cc(C(=O)CN2C(=O)C(=O)N(Cc3ccco3)C2=O)c(C)n1CCc1ccc(F)cc1 | 0.4 | -3 | 0.3 | -1.0 | 0.5 | 5 | -0.5 | -0.9 | -2 | -0.1 | 0
N#Cc1c(F)cccc1N1CCC(C#N)CC1 | -0.1 | -4 | -1.0 | -1.7 | -1.3 | -2 | 2.3 | -0.2 | 1 | -0.9 | 2
CCOC(=O)c1cc(-c2ccccc2)n(CCC(=O)N2CCN(c3ccccn3)CC2)c1C | -0.3 | -2 | -4.7 | -2.1 | -2.7 | -5 | -1.5 | -0.2 | -12 | -1.3 | -1
O=S(=O)(c1ccc(NC(=S)Nc2ccccc2)cc1)N1CCOCC1 | 0.3 | -3 | -0.9 | -1.1 | -0.9 | -3 | -3.7 | 1.0 | 5 | -0.4 | 1
O=C1CN(C(=O)C2CCCCC2)C=CN1CCc1ccccc1Br | / | / | -0.6 | -1.6 | -0.4 | -9 | / | / | -58 | / | -1
CCOc1ccc(-n2ccnc(SCC(=O)NC3CCCC3)c2=O)cc1 | -1.8 | -2 | -1.2 | -1.1 | 1.0 | 2 | -0.9 | -0.8 | -2 | -0.2 | 3
O=C(CCSc1nc2ccccc2s1)N/N=C/c1c(O)ccc2ccccc12 | 0.0 | 0 | 1.5 | -1.4 | -1.8 | -3 | -3.6 | -1.2 | 4 | 0.4 | 4
Clc1ccc(C2Nc3cccc4cccc(c34)N2)c(Cl)c1 | -0.2 | -1 | 1.6 | -0.7 | -6.8 | 3 | 2.6 | -2.1 | 11 | -1.2 | 1
CC(C)CN(C(=O)CN1CCN(S(=O)(=O)c2ccccc2)CC1)c1c(N)n(CC(C)C)c(=O)[nH]c1=O | 0.4 | 1 | 0.0 | -1.3 | 1.3 | 2 | -2.2 | 1.6 | 0 | 0.0 | -2
Cc1ccc(C(=O)Nc2cc(=O)n(C)c(=O)n2C)o1 | -0.4 | -3 | 1.8 | -0.9 | 1.9 | 2 | -0.9 | -0.6 | 2 | 0.2 | 5
CN(C)CCN(C(=O)c1cc(Cl)sc1Cl)c1nc2ccc(F)cc2s1 | -0.2 | 2 | 5.1 | 0.1 | 6.1 | -5 | 1.6 | 0.2 | 6 | 0.1 | -24
Cc1nn(Cc2ccc(Cl)cc2)c(C)c1NC(=O)c1c(-c2ccccc2)noc1C | -0.8 | 0 | -1.3 | -1.6 | -3.8 | 1 | -3.3 | -0.3 | -4 | -0.2 | -4
CC(C)COc1cccc(C(=O)NNC(=O)C2COc3ccccc3O2)c1 (stereo unspecified) | -1.1 | 0 | -0.8 | -0.6 | -0.4 | -1 | 0.8 | 1.2 | -35 | -0.1 | 3
CCCCC(CC)c1nnc(NC(=O)c2cccs2)s1 (stereo unspecified) | -0.4 | -4 | -1.4 | -1.6 | -2.9 | 7 | 2.0 | 0.8 | -6 | -0.3 | 0
CCOC(=O)c1ccc(NC(=O)CCC(=O)OC)cc1 | -0.9 | 1 | -1.2 | -0.8 | -0.1 | 2 | 0.8 | 0.8 | -4 | 0.3 | -2
Cc1cccc2nc3ccccc3nc12 | -0.9 | -4 | 1.2 | -1.7 | -1.5 | 1 | 0.6 | 0.3 | 1 | -3.8 | 1
CC1CCCCC1NC(=O)CCN1C(=O)C2C3C=CC(C3)C2C1=O (stereo unspecified) | -0.3 | 1 | 0.3 | -1.1 | 0.2 | 4 | -0.9 | 0.1 | 4 | 0.5 | -2
Cc1cc(NC(=O)/C=C/c2ccccc2)c(C(C)C)cc1O | 0.3 | -3 | -1.2 | -1.2 | 5.4 | 0 | 0.7 | 0.1 | 0 | 0.0 | 15
O=c1cc(CO)oc(C(Nc2ccccn2)c2ccc(F)cc2)c1O (stereo unspecified) | 0.4 | -3 | 0.6 | -0.6 | 1.2 | -3 | 2.7 | -1.0 | -8 | 0.2 | 5
CC(Oc1ccc2c3c(c(=O)oc2c1)CCC3)C(=O)NC1CCN(Cc2ccccc2)CC1 (stereo unspecified) | -2.0 | 1 | -0.9 | -1.2 | -0.9 | -7 | -2.4 | 0.8 | -6 | 0.8 | -5
Cn1c(N)c(C(=O)COC(=O)c2cc(-c3ccco3)nc3ccccc23)c(=O)n(C)c1=O | 0.9 | 2 | 1.9 | -0.3 | 0.3 | 3 | -1.5 | -0.7 | -6 | -0.5 | -2

Carrying on:
SMILES | DAX1 inh-1 | SMARCA2 act | hcDAF-12 act | ssDAF-12 act | hgDAF-12 ag | NPR2 activator | GAA850 FXN act | DAX1 inh-2 | sPLA2-III inh | KLK7 zymogen act | GC-A act
CC(C)(Cc1cccc(CC(C)(C)C(=O)O)c1)C(=O)O | -0.2 | 2 | -1.1 | -1.3 | -1.5 | 0 | -1.7 | 1.0 | 0 | -0.1 | 3
Cc1[nH]n(C(N)=S)c(=O)c1N=Nc1cccc(C(F)(F)F)c1 | 0.0 | -1 | 2.1 | -1.0 | 2.3 | 2 | 3.0 | 1.8 | -2 | -0.2 | 0
CC(C)(C)Cc1c(-c2ccco2)nc2ccc(Cl)cn12 | 0.6 | 13* | 1.3 | 0.7 | 2.4 | -2 | / | / | -1 | 0.9 | -4
CCOC(=O)c1ccc(N2CN(CCc3ccccc3)CNC2=S)cc1 | -1.1 | 0 | 1.0 | -0.4 | 0.4 | 5 | -1.3 | 0.3 | 8 | 0.0 | 2
Cn1c(=O)c(C#N)c(-c2ccc(F)cc2)c2cc(C(=O)c3cc(Cl)cc(Cl)c3O)cnc21 | -1.3 | -4 | -2.0 | -2.1 | -2.1 | 5 | -2.8 | -2.6 | 0 | 0.4 | 0
CC(C)(C)OC(=O)NCCCCCNC(=O)c1[nH]cnc1C(=O)Nc1ccc(Cl)cc1 | -1.1 | -2 | -3.5 | -2.1 | -1.7 | -13 | 1.3 | -0.3 | -19 | 0.0 | -8
O=C(CN1CCCN(Cc2ccc(F)cc2Cl)C1=O)NCc1ccccc1 | -0.4 | -1 | -0.9 | -1.4 | 3.3 | 6 | -0.8 | -0.4 | 3 | -0.4 | 4
CCc1sc(C(=O)N2CCN(c3ncccn3)CC2)cc1Br | -0.2 | -2 | -1.7 | -0.7 | 0.5 | -12 | -0.3 | -1.0 | 0 | -0.2 | 1
CCc1nnc(NC(=O)c2ccc(S(C)(=O)=O)cc2)s1 | 0.6 | 1 | 0.8 | -0.7 | 4.2 | 2 | 4.2 | -1.0 | 0 | -0.3 | -1
Cc1cccc(OCc2nnc(SCC(=O)Nc3cc(C)on3)n2C)c1 | -0.9 | 0 | -2.3 | -1.0 | -0.4 | 0 | -2.8 | 0.6 | 3 | 0.6 | 1
O=C(c1ccc([N+](=O)[O-])s1)N1CCc2ccccc2C1 | -2.0 | -4 | -2.8 | -1.4 | -5.2 | 1 | 0.4 | -2.1 | -6 | 0.4 | -6
COc1ccc(C2CC(c3ccc(F)cc3)n3nc(NC(=O)c4ccco4)nc3N2)cc1 (stereo unspecified) | -0.6 | -2 | -0.6 | -1.3 | -0.7 | -3 | -0.8 | 4.8* | 7 | -0.7 | 1
C=CCC[C@H](Cc1ccc(F)cc1)C(=O)OC[C@H](Cc1c[nH]c2ccccc12)NC(=O)[C@H](CC=C)CC(=O)N(CCO)Cc1ccccc1 | 0.1 | 0 | -0.8 | -0.8 | -0.8 | 0 | -4.3 | -0.3 | -78 | 0.3 | -1
CC(=O)Nc1cccc(OCCCNS(=O)(=O)c2ccc(C#N)cc2)c1 | -1.9 | -2 | -0.8 | -0.9 | -0.1 | -3 | -1.5 | -0.2 | -8 | -0.1 | -1
Cc1ccccc1NC(=O)CCN1C(=O)CSC1=O | 1.4 | 0 | -1.4 | -1.1 | 1.0 | 2 | -0.4 | -0.3 | 2 | -0.7 | 1
COc1ccc(NC(=O)CN(c2ccc([N+](=O)[O-])cc2)S(=O)(=O)c2ccccc2)cc1 | -0.6 | 2 | -0.2 | -0.8 | 0.5 | -7 | -13 | -0.4 | -27 | 0.1 | -2
O=C(OCCCOC(=O)c1ccc([N+](=O)[O-])o1)c1ccc([N+](=O)[O-])o1 | -3.5 | -1 | 0.3 | -0.8 | 1.5 | 1 | 1.8 | 1.5 | 7 | -0.1 | -1
O=C(COc1ccccc1-c1ccccc1)N/N=C/c1ccc2ccccc2c1 | -0.8 | 0 | -0.9 | -1.0 | 1.8 | -2 | -1.0 | 0.9 | -5 | 0.5 | -5
